Screening results as filed in PubChem.
b-catenin transl – modulators of beta-catenin nuclear translocation, primary screen, imaging, HeLa cells, immunofluorescence, high-content. AID 1665, 2009. nuclear translocation activity, % at 5 µM. actives 0.3% (n = 190,000);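 active = nuclear translocation activity above 50% at 5 µM, with a well cell count of 50 or more; inconclusive = wells under 50 cells across six images, flagged as toxic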;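 also: per-cell ratio of nuclear to cytoplasmic median beta-catenin stain intensity; plate controls were DMSO negative control for no effect and GSK-3 inhibitor IX positive control for full effect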
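Technique: fluorescence imaging of beta-catenin antibody stain plus DAPI / Material: human HeLa cell line / Incubation: compound treatment 24 h, 37°C, 5% CO2 / Read-out basis: % activation of per-cell nuclear versus cytoplasmic median beta-catenin signal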
NOD1 NF-kB reporter – NOD1 signaling inhibitors, primary screen, cell-based, luminescence, uHTS (AID 1578); NOD1-driven NF-kB luciferase reporter cells, luminescence; higher % means a stronger effect; inhibition, % at 4 µM, or EC50 in µM where a hit was titrated; actives 1% (n = 290,000); in the data active = inhibition mostly above about 36%, no sharp cut-off; inactive = mostly below about 34%;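 also: HEK-293T reporter cells stimulated with the NOD1 agonist gamma-tri-DAP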
M17LAP inhibition – P. falciparum M17LAP inhibitors, primary screen, biochemical, fluorogenic H-Leu-NHMec substrate, 1536-well (AID 1619) | one-dose inhibition, % at 30 µM; IC50 in µM for titrated hits | Leucine aminopeptidase (Plasmodium falciparum (isolate 3D7)) | actives 0.38% (n = 220,000) | recombinant M17LAP, H-Leu-NHMec fluorogenic kinetic assay; higher % means a stronger effect;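 active = compound inhibiting the enzyme by more than half at any dose during confirmatory dose-response retesting; inconclusive = strong single-dose inhibitors picked by rank but not retested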;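 also: plate controls were full reaction with DMSO carrier for no effect and no enzyme background for full effect; strong numbers were not always called active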
Yfh1-depleted yeast – enhancers of respiration in Yfh1-depleted yeast, dose response, Friedreich's ataxia, plus single-dose screen (AID 1465); S. cerevisiae Yfh1-off respiration, WST-1 reduction, 72 h; higher fold induction means a stronger effect; fold induction at 50 µM, or EC50 in µM where a hit was titrated; actives 0.074% (n = 220,000);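 active = fold induction of absorbance versus untreated yeast above a set limit, then at least 30% activation at any dose in follow-up; inconclusive = repeats straddling the limit, or above it without dose testing; inactive = fold induction below the set limit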;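 also: activators that raise dye reduction in frataxin-depleted yeast; strong numbers were not always called active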
Ins promoter up – insulin promoter activators in MIN6 cells, imaging, high-content screening, mouse beta cells. actives 0.3% (n = 190,000). z-score at 5 µM. MIN6 insulin promoter-GFP reporter; active compounds read high;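 active = z-score above 3 at 5 µM with at least 500 cells counted in the well; inconclusive = wells under 500 cells, flagged as cytotoxic or low count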
Autophagy mod – autophagy modulators in MEF cells, primary screen, imaging, high-content, MEF GFP-LC3; MEF GFP-LC3 puncta imaging; test concentration mostly 10 µM; calls only at 10 µM (by protocol); actives 0.98% (n = 190,000); AID 463193, 2010;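 active = percentage of spot-positive cells more than 3 SD above its plate mean, without a fluorescence outlier flag or 80% toxicity; inconclusive = no clear call, values can overlap the other calls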;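 also: spot-positive cell cutoff set from DMSO-treated cells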
MT stabilizer – microtubule stabilizers in HeLa cells, primary screen, imaging, high-content imaging; HeLa tubulin immunostaining HCS, 24 h; share of cells brighter than vehicle mean+2SD; % tubulin-high responders, % at 10 µM; actives 0.83% (n = 200,000);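 active = plate Z-score above 3 for both tubulin-high and condensed-nucleus cell shares, with cell loss under 80%, at 10 µM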;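 also: anti alpha tubulin signal scored within the nucleus-defined area of each cell; some results filed as inactive read as strong as hits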
HEK293 NOD2/NF-kB – NOD2 signaling inhibitors, cell-based, luminescence, uHTS, HEK293 (AID 1566) | one-dose inhibition, % at 4 µM; EC50 in µM for titrated hits | actives 0.63% (n = 290,000) | HEK293 NOD2/NF-kB luciferase reporter, luminescence; higher % means a stronger effect; in the data active = inhibition above about 50%; also: many of its hits are not listed in these tables
Dynein cargo inh – inhibitors of GR-EGFP nuclear translocation, primary screen, dynein cargo transport inhibitor project, imaging, high-content, 3617.4 mouse cells. actives 0.47% (n = 220,000). test concentration mostly 20 µM; stimulated with dexamethasone, 1 µM; active compounds read low. z-score, hits read low;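 active = plate z-score of nuclear minus cytoplasmic receptor signal below a set negative limit, without overly bright fluorescence or cell loss, cut at about -3.5 in these data, passing the limit was not always enough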;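 also: z-score of nuclear minus cytoplasmic ring GR-EGFP intensity difference per well; some compounds called inactive have numbers as strong as hits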
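medium = tetracycline-free induction medium containing charcoal-stripped FBS | also added = 1.0 µM final dexamethasone stimulus | schedule = 48 h induction, 1 h compound, 30 min dex at 37 °C | technique = fixed, Hoechst-stained cells imaged at 10x for EGFP | measure = GR-EGFP nuclear translocation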
Dynein cargo inh cytoplasmic EGFP – recorded beside Dynein cargo inh, whose call it bears; z-score; measured here: cytoplasmic GR-EGFP intensity; active compounds read high
Dynein cargo inh nuclear GR-EGFP – second read-out of Dynein cargo inh, no call of its own (marks repeat the call); z-score; measured here: nuclear GR-EGFP intensity;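 lower value marks the stronger effect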
Dynein cargo inh cell count – further read-out of Dynein cargo inh, marked with its call; z-score; measured here: cell count per field
Ins promoter up cell count – recorded beside Ins promoter up, whose call it bears; cell count; measured here: cytotoxicity, nuclei count;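 total cells summed across four imaged fields per well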
b-catenin transl cell count 5 µM – second read-out of b-catenin transl, no call of its own (marks repeat the call); cell count; measured here: cell count, cytotoxicity flag
MT stabilizer Hoechst-high % – also measured in MT stabilizer; calls as there; % Hoechst-high responders; measured here: nuclear condensation Hoechst responders;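 share of cells brighter than vehicle mean plus two SD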
MT stabilizer cytotoxicity % – also measured in MT stabilizer; calls as there; toxicity, %; measured here: cytotoxicity by cell density;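 0% = mean cell density of plate MIN control wells and 100% = no cells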
Autophagy mod cell loss 18 h – second read-out of Autophagy mod, no call of its own (marks repeat the call); toxicity, %; measured here: cell loss, nuclei count;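 cell loss after 18 h compound exposure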
Numbers without * were called inactive; i = inactive; ? = inconclusive; nt = no result given. Only part of the results is shown. The share of hits here may be higher or lower than overall.

SMILES	b-catenin transl	b-catenin transl cell count 5 µM	NOD1 NF-kB reporter	M17LAP inhibition	Yfh1-depleted yeast	Ins promoter up	Ins promoter up cell count	Autophagy mod	Autophagy mod cell loss 18 h	MT stabilizer	MT stabilizer Hoechst-high %	MT stabilizer cytotoxicity %	HEK293 NOD2/NF-kB	Dynein cargo inh	Dynein cargo inh cytoplasmic EGFP	Dynein cargo inh nuclear GR-EGFP	Dynein cargo inh cell count
CCCCc1nc(SCC(=O)Nc2ccc(S(N)(=O)=O)cc2)n[nH]1	-1.0	1082	18%	6%	i	-0.83	1264	i	0	2.6	2.5	6.0	6%	-0.26	-0.13	-0.24	0.34
COc1c(C)cc(C(=O)C2CCCN(Cc3cnc(N4CCOCC4)s3)C2)cc1C (stereo not given)	1.4	1552	-14%	6%	i	0.11	1441	i	-1	1.2	0.8	5.0	-9%	-0.15	-0.3	0.047	0.54
Fc1cccc(NCc2ccoc2)c1	-3.5	1105	-7%	7%	i	0.24	1302	i	2	2.5	1.6	4.5	-2%	0.035	-0.088	-0.26	1.2
Cc1ccc(-n2c(SCC(=O)NCc3ccco3)nc3nc4c(cc3c2=O)COC(C)(C)C4)cc1	2.4	1125	10%	45%	i	1.2	821	i	17	3.7	2.9	11	2%	-2.1	-0.12	-0.69	1
NC(=O)CSc1nnc(C2CC2)n1-c1ccccc1	-1.0	1332	-7%	8%	i	0.34	1587	i	-4	4.3	1.6	5.1	0%	2	-0.24	1.4	-1.2
Cc1ccccc1NC(=O)c1ccc2c(c1)OCCO2	1.4	1167	-31%	5%	i	-0.22	1198	i	-7	1.2	1.0	3.4	-37%	0.6	0.15	0.53	-0.33
S=C(NCc1ccccc1)NCc1ccc2c(c1)OCO2	-1.9	1130	-36%	13%	i	-0.3	1613	i	-13	5.2	2.8	7.5	-12%	-0.48	0.071	-0.33	-0.099
COCCn1c(C)cc(C(=O)CSc2nc3ccccc3c(=O)n2C(C)COC)c1C (stereo not given)	1.3	1065	-16%	-2%	i	-0.32	1328	i	0	4.8	2.1	2.2	-4%	-0.74	-0.36	-0.62	0.99
Cc1cc(C)c2cc(CN(CCN(C)C)C(=O)Nc3ccccc3Cl)c(=O)[nH]c2c1	0.5	1051	-52%	17%	i	-0.61	1526	i	1	2.4	1.6	9.8	1%	-1.1	-0.27	-0.76	1.4
NC(=O)C1CCN(c2nc(-c3ccc(Br)cc3)cs2)CC1	3.8	474	8%	-6%	i	-0.02	1072	i	-1	2.5	4.1	8.8	18%	-0.081	-0.26	-0.28	0.3
Cn1c2ccc(Cl)cc2c2nc3ccccc3nc21	nt	nt	-100%	5%	i	0.03	1037	i	6	3.9	3.5	7.7	-18%	0.094	0.3	0.38	0.45
O=C(NCc1ccc(F)cc1)C(=O)NCC(c1ccco1)N1CCOCC1 (stereo not given)	-1.1	1116	-34%	-6%	i	0.47	1307	i	7	0.7	2.7	4.6	1%	-0.36	-0.33	-0.28	0.52
COc1cccc(/C=N/NC(=O)CN2C(=O)NC3NC(=O)NC32)c1 (stereo not given)	-2.1	1128	-16%	-1%	i	0.3	1501	i	1	2.4	2.6	3.9	12%	-0.18	-0.091	0.34	0.38
Cn1c2ccccc2c2cc(C(=O)NNC(=O)CCl)sc21	3.9	1021	-17%	-1%	i	-0.96	929	i	-13	5.6	4.1	25	-184%	-1.6	-0.025	-0.8	-0.0049
O=C(CN1CCN(S(=O)(=O)c2ccccc2)CC1)NC(=O)NCc1ccco1	0.8	1269	-2%	-1%	i	-0.02	1066	nt	nt	nt	nt	nt	5%	-0.45	-0.66	-0.049	-0.058
CCCCNC(=O)COC(=O)c1ccc(SC)cc1OC	10	952	-25%	8%	i	-0.52	1180	i	-2	2.6	3.1	5.5	15%	-0.46	-0.26	-0.2	0.64
Cc1cc(=O)[nH]c(SCC(=O)Nc2ccc(S(=O)(=O)N3CCCCC3)cc2)n1	-2.0	998	-7%	13%	i	1.3	823	i	-5	2.2	1.2	4.0	-19%	0.21	-0.26	0.57	1.1
CCn1ncc(/C=N/NC(=O)c2ccc3c(c2)OCO3)c1C	5.9	1250	-23%	3%	i	-0.13	1248	i	-23	36*	25*	34*	0%	0.26	-0.14	0.54	0.052
CCOC(=O)N1CCC(N2C(=O)c3ccc(C(=O)NCc4ccc(F)cc4)cc3C2=O)CC1	-2.9	1121	-14%	-5%	i	nt	nt	i	0	3.8	1.7	6.9	4%	-1.4	-0.18	-0.32	0.53
CCOC(=O)c1cn(CC(=O)Nc2cccc(Cl)c2C)nn1	nt	nt	0%	14%	i	nt	nt	i	4	3.0	1.5	5.4	5%	-0.22	-0.21	-0.24	-0.45
Cc1c(-c2ccccc2)[nH]n2c(=O)c3c(nc12)CCCC3	-5.5	561	-10%	-2%	i	-0.3	1182	i	1	5.0	3.0	4.2	-33%	-0.63	-0.26	-0.69	0.7
COC(=O)C1=C(N)OC2=C(C(=O)CC(C)(C)C2)C1c1cccs1 (stereo not given)	4.9	1153	0%	10%	i	-0.19	1222	i	8	3.2	2.5	1.8	10%	0.99	-0.22	0.83	0.35
CCOc1ccc(CNc2ccc(N3CCCC3)cc2)cc1	0.7	1040	-27%	-13%	i	nt	nt	i	-6	3.8	3.1	5.0	9%	-0.85	-0.24	-0.49	1.1
COc1ccc(N2CCN(C(=O)Cn3nnc(-c4ccc(N(C)C)cc4)n3)CC2)cc1	nt	nt	6%	-11%	i	-0.06	1178	i	3	2.6	2.1	4.0	6%	0.99	0.99	1	-1.7
Nc1ccc(N=Nc2ccccc2Cl)c(N)n1	5.6	979	-1%	8%	?	0.41	1022	nt	nt	nt	nt	nt	-78%	-1.1	-0.83	-0.41	0.38
CCn1c(=O)cc(OCC(=O)N(C)C2CCCCC2)c2ccccc21	nt	nt	-34%	33%	i	0.32	833	i	-3	2.8	2.4	4.8	2%	0.39	-0.23	0.41	-0.37
CC(=O)Nc1ccccc1OCC(=O)NC(C)c1ccccc1 (stereo not given)	-4.4	608	4%	29%	i	-0.83	1286	i	-16	3.9	3.0	7.0	9%	0.45	-0.23	0.32	-0.01
COn1c(SCc2cccnc2)nc2ccccc2c1=O	-5.7	1022	8%	4%	i	0.2	1047	i	-53	2.9	2.6	11	9%	-0.42	-0.22	-0.017	0.24
CC(C)COc1ccc(-c2nnc(-c3ccncc3)o2)cc1	-3.0	876	-89%	-5%	i	-1	1244	i	13	5.1	2.7	6.5	-88%	-0.21	-0.33	0.1	-0.42
Cc1ccccc1Nc1nc(N)nc(COC(=O)/C=C/c2ccco2)n1	-2.6	1087	-19%	7%	i	0.08	1366	i	-11	2.9	2.0	10.0	23%	1.2	0.029	0.65	0.17
COc1cccc(S(=O)(=O)NCc2ccc(C(=O)Nc3ccc(Cl)c(Cl)c3)cc2)c1	-1.5	927	26%	5%	i	3.1*	839*	i	-21	1.9	1.7	10	-50%	0.13	-0.075	0.39	0.23
O=C(CSc1nnc(-c2ccco2)o1)N1CCOCC1	-0.4	1103	-15%	4%	i	2.2	773	i	5	4.3	3.7	4.3	1%	-0.46	-0.21	0.021	-0.058
COc1ccccc1-c1cn(S(=O)(=O)c2ccc(C)cc2)nc1N	nt	nt	-29%	27%	i	nt	nt	i	2	3.3	3.4	4.1	8%	-0.76	-0.26	-0.77	0.5
Cc1ccc(-n2c(O)c(C=NCc3ccccn3)c3ccccc3c2=O)cc1C	-2.2	1011	-27%	4%	i	-0.17	1318	i	-4	2.8	2.2	6.1	14%	0.46	-0.22	0.36	0.035
O=c1cc(-c2ccco2)nc(-c2cccs2)o1	0.6	1153	-5%	3%	i	0.29	1251	i	4	4.0	2.8	6.7	2%	-0.73	-0.025	-0.17	0.59
Cc1nc(C(=O)N2CCCC(C(=O)c3ccc(Cl)cc3)C2)cs1 (stereo not given)	1.3	1337	-1%	-4%	i	-0.29	1102	nt	nt	nt	nt	nt	19%	-0.67	-0.22	0.076	0.13
CCOc1cc(CNc2ncnc3nc[nH]c23)ccc1OC	0.4	1010	9%	8%	i	0.35	1936	i	-4	2.5	1.8	7.4	18%	-0.42	-0.019	0.11	0.86
O=C(NCc1cccnc1)c1cc2nc(-c3cccs3)cc(C(F)(F)Cl)n2n1	-4.6	1103	-14%	3%	i	-0.72	1451	i	-2	8.6	1.7	9.2	19%	0.49	-0.32	0.06	-0.96
O=C(O)c1cccc(CSc2ncccn2)c1	-0.6	1213	-20%	5%	i	0.05	1279	i	-6	3.9	2.1	4.3	11%	-0.29	-0.16	0.19	1
O=C(Cn1ncc2c(=O)oc3ccccc3c21)NCCc1ccsc1	-2.2	1112	2%	6%	i	-0.31	1874	nt	nt	6.3	1.0	7.9	6%	-1.6	-0.21	-0.77	0.38
